Vif-A3G inh = inhibitors of Vif-APOBEC3G interaction; HeLa A3G-eYFP + Vif (tagged APOBEC3G with the HIV-1 protein that degrades it), YFP fluorescence, overnight; Potency, µM (highest dose often 46.1 µM), inactives show top-dose activity, negative = active, most hits filed as inhibitors; 410,000 tested, 0.076% active;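 further: potency means the concentration at half of the fitted maximal effect; on the % scale 0 is the no-effect control and ±100 the full control effect; nearly all actives have a fitted effect of over 60% in size; hits raise eYFP signal because A3G escapes Vif-driven loss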
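Read-out is eYFP fluorescence (Ex 488/Em 500-530) from Vif-expressing HeLa A3G-eYFP cells; more signal means A3G escaped Vif-mediated degradation. Cells plated overnight, compound pinned in, incubated overnight at 37 deg C.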
ALOX12 inh = blocks human arachidonate 12S-lipoxygenase; purified 12hLO, xylenol orange hydroperoxide absorbance; 580,000 tested, 1.1% active; AID 1671190; Potency, µM (series often up to 108 µM), for the others: top-dose activity change, negative = inhibition, hits mostly inhibitors; further: potency means the concentration at half of the fitted maximal effect; on the % scale 0 is the no-effect control and ±100 the full control effect
Target sequence (P18054 whole entry, looked up): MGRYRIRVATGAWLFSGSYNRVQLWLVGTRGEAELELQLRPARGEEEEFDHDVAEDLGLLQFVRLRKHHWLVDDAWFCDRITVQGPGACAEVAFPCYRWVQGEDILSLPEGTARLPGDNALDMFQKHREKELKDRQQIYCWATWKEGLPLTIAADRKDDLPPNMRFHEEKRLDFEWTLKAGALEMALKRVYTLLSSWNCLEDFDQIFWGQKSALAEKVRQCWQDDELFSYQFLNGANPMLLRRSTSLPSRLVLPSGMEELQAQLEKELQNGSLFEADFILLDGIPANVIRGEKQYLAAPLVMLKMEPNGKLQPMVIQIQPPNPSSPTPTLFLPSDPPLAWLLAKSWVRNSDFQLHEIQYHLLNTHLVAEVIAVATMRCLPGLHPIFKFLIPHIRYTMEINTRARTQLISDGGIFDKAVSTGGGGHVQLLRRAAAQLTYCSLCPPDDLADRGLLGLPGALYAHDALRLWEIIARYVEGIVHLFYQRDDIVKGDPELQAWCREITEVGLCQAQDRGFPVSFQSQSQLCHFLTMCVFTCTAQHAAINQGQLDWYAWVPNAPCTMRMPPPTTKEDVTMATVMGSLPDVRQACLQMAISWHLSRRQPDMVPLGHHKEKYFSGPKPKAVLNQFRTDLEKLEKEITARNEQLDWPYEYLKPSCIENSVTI
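Purified human 12hLO (150 nM final) in 25 mM Hepes, 0.01% Triton X-100, pH 7.0 was preincubated 15 min at room temperature with compound. Then 40 uM arachidonic acid was added, 30 min. Hydroperoxide was read by Fe-XO absorbance ratio 573/405 nm.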
Vif-APOBEC3F blk = Vif-A3F binding inhibition; HeLa A3F-eYFP + Vif (tagged APOBEC3F with the HIV-1 protein that degrades it), YFP fluorescence increase; Potency, µM (top dose mostly 46.1 µM), inactives show top-dose activity, negative = active; 390,000 tested, 0.2% active; further: potency means the concentration at half of the fitted maximal effect; % of control where 0% means no effect; nearly all actives have a fitted effect of over 65% in size
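HeLa cells stably expressing Vif plus C-terminally eYFP-tagged A3F were seeded, incubated overnight at 37 deg C, dosed with compound, incubated overnight again at 37 deg C. Yellow fluorescence (Ex 488/Em 500-530) reported blocked Vif-mediated A3F-eYFP degradation.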
ERG-DNA inh = ERG Ets/DNA interaction inhibition; P11308; fluorescence polarization, His-ERG Ets domain / labelled DNA; Potency, µM (series often up to 76.9 µM), inactives show at the highest dose FP activity, negative = inhibition, actives largely listed as inhibitors; 370,000 tested, 0.028% active; AID 624246; active means well fitted inhibition curve with a large enough effect in the polarisation, with a control signal flat; inconclusive means small, poorly fitted or top-dose-only effect, or effect the other way, or a change in a side signal; inactive means no such curve, though single readings can be large or run the other way; the % refers to the polarisation;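 further: polarization taken with two DNA probes labelled with fluorescein and Texas red; potency means the concentration at half of the fitted maximal effect; % of control where 0% means no effect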
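His-tagged ERG Ets domain (1 uM in the protein solution; 300mM KCl, 50mM Tris-HCl, 1mM EDTA, 1mM DTT, pH 7.5) received compound, then a probe mix of 5 nM fluorescein-DNA and 100nM Texas-615-DNA. Fluorescence polarization was read for both dyes.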
Glioma ERSR ind = induces the endoplasmic reticulum stress response in human glioma cells; Potency, µM, without a hit: at the highest dose activation, most hits filed as activators; 420,000 tested, 0.02% active; U87-MG GRP78 promoter luciferase reporter, 16 h; AID 602332; further: potency means the concentration at half of the fitted maximal effect; series mostly up to about 76 µM; % of control where 0% means no effect; nearly all actives have a fitted effect of over 35% in size
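ERSR induction read as luciferase luminescence (Bright-Glo, 10 min at room temperature) in stably transfected human U87-MG glioma cells exposed to compounds for 16 h, using GRP78 as sensor.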
LDHA block = inhibitors of human lactate dehydrogenase A | P00338 | purified LDHA, NADH/diaphorase-resazurin fluorescence; hits give low values | activity change, % (values are at about 110 or 230 µM) | 480,000 tested, 0.15% active | AID 1347041; in the data active means activity change below about -30%; inconclusive means mostly about -25% to -30%;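 further: plate controls were DMSO wells for no effect and wells without enzyme for full effect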
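LDH5 2 nM; NADH 0.06 mM, pyruvate 0.2 mM; 200 mM Tris pH 7.4, EDTA, Tween-20; 5 min RT. Detection: diaphorase 0.133 mg/mL + resazurin 37 µM, fluorescence ex540/em590 at 0 and 20 min; normalized to enzyme-free and DMSO wells.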
D2 agonist = agonists of human D2 dopamine receptor; P14416; HEK293 T-REx D2 cells, calcium flux agonist mode; activation, % at 2 µM; 340,000 tested, 0.53% active; AID 485358;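 active means activation over 3 SD above normal in the single-dose calcium agonist read, cut at about 30% in these data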; further: 0% is about no effect
Target sequence (P14416 whole entry, looked up): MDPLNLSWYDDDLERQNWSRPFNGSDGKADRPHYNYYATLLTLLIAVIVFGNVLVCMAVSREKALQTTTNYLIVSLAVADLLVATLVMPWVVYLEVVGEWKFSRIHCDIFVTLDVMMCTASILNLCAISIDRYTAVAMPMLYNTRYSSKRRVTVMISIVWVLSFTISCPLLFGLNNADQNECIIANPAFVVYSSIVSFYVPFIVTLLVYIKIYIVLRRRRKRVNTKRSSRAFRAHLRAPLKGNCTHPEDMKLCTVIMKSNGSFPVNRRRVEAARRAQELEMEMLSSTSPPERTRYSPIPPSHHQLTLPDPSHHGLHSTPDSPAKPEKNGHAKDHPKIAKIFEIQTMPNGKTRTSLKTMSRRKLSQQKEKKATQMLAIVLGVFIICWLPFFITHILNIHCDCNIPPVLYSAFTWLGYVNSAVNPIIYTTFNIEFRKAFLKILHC
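Agonism scored from kinetic calcium signal (1 read/sec, 180 s) following compound pin transfer, after a 10 s baseline. Cells: HEK293 Trex line expressing inducible D2 receptor coupled to calcium, dye-loaded after overnight culture at 30 C.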
D2 antag = antagonists of human D2 dopamine receptor; P14416; HEK293 TREx D2 cells, calcium flux, dopamine EC80; inhibition, % at 10 µM; 340,000 tested, 2% active; in the data active means inhibition above about 30%; further: 0% is about no effect
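Inhibition of EC80 dopamine-driven calcium flux, recorded kinetically, defines activity here; cells are a tetracycline-induced HEK293 T-REx line expressing force-coupled D2.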
RGS4 inhibitor = inhibitors of human regulator of G protein signaling 4. P49798. Transcreener GDP fluorescence polarization, RGS4-accelerated GTP hydrolysis. Potency, µM (top dose mostly 114 µM), for the others: at the highest dose activity change, negative = inhibition, hits mostly inhibitors. 390,000 tested, 0.039% active. AID 504845; further: potency means the concentration at half of the fitted maximal effect; on the % scale 0 is the no-effect control and ±100 the full control effect; nearly all actives have a fitted effect of over 75% in size; some results filed as inactive show a strong effect at the top dose
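MLSMR compounds (23 nl, pin-transferred) preincubated 10 min at room temperature with a 500nM (2x) first reagent, then RGS4 at 900nM (2x) plus Transcreener GDP mix added; fluorescence polarization (620/688 nm) read before and after 90 min at 30 °C.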
Active calls of the source: *; ? = inconclusive; / = not tested or not shown; & = joins results of further samples; [ ] = remark or other dose. Unless noted, the call rests on the fitted dose curve; in most records, active means well fitted curve in the direction sought with a large enough effect; inconclusive means small, poorly fitted or top-dose-only effect, or another doubt; inactive means no such curve, though single readings can be large; an effect the other way counts as inactive or inconclusive. An excerpt; count on the stated rates, not on these rows.

SMILES	Vif-A3G inh	ALOX12 inh	Vif-APOBEC3F blk	ERG-DNA inh	Glioma ERSR ind	LDHA block	D2 agonist	D2 antag	RGS4 inhibitor
Cn1ncc(N=Cc2ccccc2)c1C(=O)Nc1cccc(Cl)c1	-2%	?	-8%	1%	-4%	-1	0.0	12	2%
O=C1NC(c2ccncc2)C(C(=O)c2cccs2)C(O)(C(F)(F)F)N1 (stereo not drawn)	-3%	0%	-5%	6%	-2%	0	0.1	2	-8%
COc1cc2c(cc1OC)C(c1ccccc1)N(C(=O)CCl)CC2 (stereo not drawn)	1%	-10%	-5%	-14%	-16%	-1	-0.2	-6	-2%
COc1ccc(Cl)cc1NC(=O)Cn1c(=O)n(Cc2ccco2)c(=O)c2ccc(C(=O)NC3CCCC3)cc21	-4%	0%	6%	0%	-2%	-4	0.9	/	-16%
CCOC(=O)C1=NN(c2ccccc2)C(c2ccccc2)CC1=O (stereo not drawn)	-1%	?	5%	-3%	-3%	-2	-1.7	4	30%
Cc1c(Nc2ncccc2C(=O)O)cccc1C(F)(F)F	-4%	-3%&-1%	-1%	-4%	-4%&-3%&-2%	-8	0.6	4	-10%
O=S1(=O)N=C(Nc2nc3c(s2)CCCC3)c2ccccc21	-12%	0%	-8%	-11%	-5%	-1	/	/	-4%[11.4 µM]
COc1cccc(C(O)c2nc(-c3cccc(F)c3)cs2)c1 (stereo not drawn)	-1%	-10%	/	/	2%	-4	/	/	/
CC(=O)Nc1ccc(CN(C)c2c(C)nc3ccc(C(=O)N4CCN(C(=O)c5ccco5)CC4)cn23)cc1	-1%	6%	/	/	0%	-1	/	/	/
CCC1CN(C(=O)Nc2ccccc2F)c2cc(C)ccc2O1 (stereo not drawn)	-6%	-25%	-6%	-1%	-1%	1	0.3	/	2%
CN(CC(=O)Nc1sccc1C#N)Cc1ccccc1	1%	-6%	8%	16%	4%	-2	/	/	-26%
Cc1ccc(-n2c(C)c(C)c3c(NCCCO)ncnc32)cc1	-2%	0%	-6%	-1%	5%	-1	0.6	16	5%
O=C(CC1CCCCC1)NCc1ccco1	8%	7%	15%	2%	-3%	-14	-0.3	1	23%
COc1cc2oc(=O)cc(-c3ccc(-c4ccc(O)cc4)cc3)c2c(OC)c1OC	-4%	-21%	4%	-1%	0%&-3%	-4	/	/	6%
CCOC(=O)CSCC(=O)Nc1cc(C)ccc1C	1%	8%	0%	8%	-1%	2	-0.2	0	-36%
Cc1cccc2cc(CN(Cc3cccs3)C(=S)NCc3ccco3)c(=O)[nH]c12	-7%	?	-21%	5%	-4%	-13	1.1	-2	-30%
CCCCOc1ccc(S(=O)(=O)NCc2csc(C)n2)cc1	1%	15%	0%	/	-5%	-3	-0.6	-4	13%
Cc1cc(NC(=O)CSc2nnc(-c3ccccc3)n2Cc2ccco2)no1	1%	4%	-2%	13%	-5%	-2	/	/	7%
O=C(O)c1ccc(S(=O)(=O)N2CCC(n3nnc4cc(C(F)(F)F)ccc43)CC2)cc1	-7%	-21%	-1%	9%	-3%	-7	0.1	11	-9%
COc1ccc(S(=O)(=O)Nc2ccccn2)cc1	3%	-2%	1%	14%	-2%	-1	-1.4	5	8%
Cc1cc(C)c([N+](=O)[O-])cc1NC(=O)CCSc1ccccc1Cl	-8%	-14%	0%	-12%	2%	-11	-0.9	-4	30%
Cc1cc(C)nc(SC/C=C/c2ccccc2)n1	0%	-18%	-1%	-9%	2%	-1	-1.1	-16	-18%
CCOc1ccccc1NC(=O)C1=C(C)NC(=O)NC1c1cccc(OC)c1OC (stereo not drawn)	4%	1%[57.4 µM]	-3%	-5%	8%	-13	/	/	17%
Cc1nn(CC(=O)Nc2ccc(C(C)C)cc2)c(=O)c2c(C)n(-c3ccc(Cl)cc3)nc12	2%	-26%	4%	-2%	-6%	-7	-1.3	/	11%
CCCc1nc2sc3c(c2c(=O)n1N)CCC3	-1%	1%	1%	15%	-1%	-8	-1.2	-4	-6%
Cn1cc([N+](=O)[O-])c(C(=O)N/N=C/c2ccc([N+](=O)[O-])cc2)n1	-2%	6%	-1%	-8%	-6%	-4	0.7	5	0%
Cc1nc2c3ccccc3nc(NNC(=O)CCC(=O)N3CCN(c4ccc(F)cc4)CC3)n2n1	-2%&-1%	8%&-1%	-3%&1%	9%&3%	3%&-3%	3&-2	0.1&0.4	-13	-34%&-4%
CN(C)S(=O)(=O)c1ccc(Cl)c(NC(=O)CNC2(C)CCS(=O)(=O)C2)c1 (stereo not drawn)	4%	-17%	-6%	19%	-1%	-12	/	/	23%
O=C(NCC1CC1)[C@]1(C(F)(F)F)C[C@H](CCC2CCCCC2)CCCO1	8%&3%	?	2%	6%	-5%&-2%	2	/	/	-4%&-15%
O=C(NCc1cc(C(F)(F)F)cc(C(F)(F)F)c1)C12CN(Cc3ccccc3)CC1C(c1cccc([N+](=O)[O-])c1)=NO2 (stereo not drawn)	-8%	/	1%	5%	0%	0	-0.2	-5	0%
Cc1ccnc(Sc2ccc([N+](=O)[O-])cc2[N+](=O)[O-])n1	-11%	-10%	-1%	-4%	-12%	7	-0.3	20	3%
C=CCNC(=O)c1ccc(Cn2cc(C(F)(F)F)ccc2=O)cc1	4%	-2%	15%	-4%	-2%	-2	-0.2	5	-4%
O=C(Oc1nsnc1N1CCOCC1)N(c1ccccc1)c1ccccc1	0%	0%	3%	7%	-2%	-4	1.7	-6	-15%
Cc1ccc(NC(=S)N(CCN2CCOCC2)Cc2ccccc2F)cc1Cl	1%	?	2%	12%	-3%	3	-0.3	0	-15%
COc1cc(F)ccc1-c1cc(C(=O)NCc2cc(C(F)(F)F)cc(C(F)(F)F)c2)[nH]n1	-5%	-21%	/	/	-4%	-7	/	/	/
CCc1nn(CC(=O)NCCC2=CCCCC2)c(=O)c2cc3cc(F)ccc3n12	-8%	-15%	7%	9%	-2%	-1	-0.3	-3	-13%
Cc1cn([C@H]2C[C@H](O)[C@@H](CCC(=O)NCc3ccc4c(c3)OCO4)O2)c(=O)[nH]c1=O	3%	0%	/	/	1%	-2	/	/	/
N#CC1=C(SCC(=O)NC2CCCCC2)NC(=O)CC1c1ccco1 (stereo not drawn)	?	-2%	-1%	6%	-2%	8	-0.2	-12	-16%
CC1(C(=O)NCc2cccs2)Cc2c(-c3ccccc3)ccnc2O1 (stereo not drawn)	?	-20%	/	/	-6%	-2	/	/	/
COc1ccc(NC(=S)NC(=O)/C=C/c2ccccc2)cc1	-3%	?	6%	12%	-3%	-2	0.4	16	-19%
CN(C)CC(=O)N1CCc2ccccc2C1	-5%	-13%	-13%	-4%	-2%	-16	-0.4	-6	-8%
Cc1cc(OCc2nc(-c3cccs3)no2)cc(C)c1Cl	-2%	17%	-10%	-9%	5%	-2	0.8	1	-8%
O=C(CNC(=O)c1ccccc1F)N/N=C/c1cc(Br)ccc1OCc1ccccc1	-4%	-2%	0%	11%	-2%	-4	-0.3	-11	6%
O=C(Cn1c(=O)oc2cc(S(=O)(=O)N3CCCC3)ccc21)N1CCN(C2CCCCC2)CC1	-1%	-13%	4%	-1%	-3%	-11	-0.3	15	-2%
CCOC(=O)c1c(NC(=O)/C=C/c2ccc(OC)cc2)sc2c1CCC(C)C2 (stereo not drawn)	0%	2%	7%	3%	-3%	-14	0.8	/	5%
Cc1cc([N+](=O)[O-])c(C)cc1-c1ccc(/C=N/NC(=O)Cn2nnnc2N)o1	-3%	-5%	10%	1%	6%	-6	-1.0	12	?
Cc1ccccc1NC(=O)c1sc2nc[nH]c(=O)c2c1C	-1%	7%	-6%	/	0%	2	0.4	-17	9%
O=C(CSc1nccn1Cc1ccc(Cl)cc1)NCc1ccccc1	1%	1%	2%	1%	-2%	8	-0.5	/	-1%
C=CC(C)(O)CCCC(C)CCCC(C)CCCC(C)C (stereo not drawn)	3%	11%	0%	-2%	-2%&-1%	-3	/	/	-18%
COc1ccc(C(=O)NNC(=O)C(=O)Nc2ccc(C)cc2)cc1	-1%	?	-5%	-10%	2%	-12	-2.6	9	-4%

Next structures
SMILES	Vif-A3G inh	ALOX12 inh	Vif-APOBEC3F blk	ERG-DNA inh	Glioma ERSR ind	LDHA block	D2 agonist	D2 antag	RGS4 inhibitor
CSCCC(NC(=O)c1ccc(Cl)cc1Cl)C(=O)N1CC(C)OC(C)C1 (stereo not drawn)	-1%	13%	3%	4%	-4%	-13	-0.1	-8	17%
Cc1ccc(-c2nc(Nc3cccc(C)c3)sc2CC(=O)O)cc1	-21%	?	?	1%	9%	11	-1.0	0	2%
N/C(=N\S(=O)(=O)c1cccs1)c1ccccc1Cl	-2%	3%	-3%	-3%	0%	-14	-0.9	2	12%
CC(=O)N(c1ccccc1)C1SC(=O)N(c2ccccc2)C1=O (stereo not drawn)	-3%	15%	-3%	/	1%	-3	-0.2	7	11%
COc1ccc(-n2nc3cc(C)c(NC(=O)c4ccc(-c5ccc(Cl)cc5)o4)cc3n2)cc1	1%	-22%	1%	-7%	2%	1	-0.7	/	1%
CCOc1ccc2c(c1)C(N(CCN1CCOCC1)C(=S)Nc1ccccc1OC)CC(C)(C)O2 (stereo not drawn)	0%	24%	1%	-9%	-3%	-1	-0.5	-4	-2%

Screens: PubChem, National Center for Advancing Translational Sciences (NCATS)
